# Neddyl block = blocks human cullin neddylation; calls only at 25 µM; TR-FRET cullin neddylation, biochemical; 360,000 compounds, 0.58% hits; AID 651699; P61081+Q13564; in the data active = inhibition above about 36%
# TbMetRS inhib = Trypanosoma brucei MetRS inhibition. purified T. brucei MetRS, ATP depletion, Kinase-Glo luminescence. inhibition, % at 11.9 µM. 360,000 compounds, 0.4% hits. AID 624268;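 active = inhibition above a per-plate cutoff of the control wells' mean inhibition plus 3 SD, cut at about 5.5% in these data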;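 also: 0% = DMSO wells median and 100% = median of wells with control inhibitor compound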
#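 Dosing: 11.9 µM single point; system: parasite MetRS enzyme; technique: luminescence of leftover ATP; times: 15 min enzyme-compound preincubation, 2 h reaction, 10 min detection, 25 °C; replicates: each compound tested once; read-out basis: percent inhibition relative to median high and low control wells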
# STEP inh = blocks human striatal-enriched tyrosine phosphatase | 360,000 compounds, 0.25% hits | P54829 | recombinant STEP, OMFP fluorogenic substrate, fluorescence | inhibition, % at 20 µM;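 active = inhibition at 20 µM, scaled per plate between control wells, above about 37%, limit read from the data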;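 also: 0% = DMSO with enzyme and substrate and 100% = substrate only without enzyme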
#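 material = STEP tyrosine phosphatase | reagent = fluorogenic phosphatase substrate OMFP at 25 µM final | doses = single compound dose of 20 µM, 1% DMSO final | schedule = 20 min reaction, room temperature, in the dark | measured by = fluorescence, 480/540 nm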
# LMPTP inh = blocks human LMPTP phosphatase. P24666. recombinant LMPTP-A, OMFP fluorogenic substrate, fluorescence intensity. inhibition, % at 20 µM. 360,000 compounds, 0.22% hits. AID 651560;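 active = compounds that cut the enzyme signal by at least half of the control window in the single-dose screen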;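 also: plate controls were DMSO wells with enzyme plus substrate for no effect and substrate without enzyme for full effect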
# Target sequence (P24666 whole entry, looked up): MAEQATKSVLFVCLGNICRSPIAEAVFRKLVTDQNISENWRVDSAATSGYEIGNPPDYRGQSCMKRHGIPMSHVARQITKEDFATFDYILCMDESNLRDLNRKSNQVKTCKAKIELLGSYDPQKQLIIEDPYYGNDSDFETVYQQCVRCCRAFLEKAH
#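 test system = LMPTP-A | amount = 0.625 nM LMPTP-A final | reagent = fluorogenic phosphatase substrate OMFP at 400 µM final | incubation = 50 min at room temperature | benchmarks = no-enzyme low control, uninhibited high control | medium = Bis-Tris pH 6.0, DTT, detergent | signal = fluorescence intensity of OMFP turnover product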
# DNMT1 inh = inhibitors of human DNMT1 | inhibition (reported as % activation of signal), % at 10 µM | P26358 | 360,000 compounds, 0.83% hits | AID 588458 | DNMT1 molecular beacon, Hinp1I cleavage, fluorescence; in the data active = inhibition above about 50%
# SUMO1 PPI mod = modulators of human SUMO1-mediated protein-protein interactions. SUMO1 binding to a labelled peptide, TR-FRET, 1 h. inhibition, % at 20 µM. 360,000 compounds, 0.33% hits; in the data active = inhibition above about 37%
# Scp-1 inhibitor = inhibitors of human Scp-1 phosphatase; Q9GZU7; Recombinant Scp1, phosphopeptide, malachite green phosphate absorbance; inhibition, % at 20 µM; 340,000 compounds, 0.88% hits; AID 493091;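 active = inhibition above about 50% at 20 µM, limit read from the data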;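 also: plate controls were DMSO wells with enzyme for no effect and wells lacking enzyme for full effect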
#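 Assay system: SCP-1 catalytic fragment, aa 76-261 | Buffer or medium: Tris acetate buffer pH 5.5 with MgCl2 and Tween-20 | Compound: One concentration, 20 µM, with 1.0% DMSO | Also added: Phospho 17-mer peptide substrate | Signal: Absorbance at 630 nm | Incubation: 45 min enzyme reaction at room temperature | Measure: % inhibition of SCP-1 phosphate liberation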
# NRP1-CendR mod = NRP-1/CendR interaction modulation; inhibition, % at 25 µM; 360,000 compounds, 0.85% hits; FAM-RPARPAR peptide binding to NRP-1, fluorescence polarization;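 active = inhibition or corrected inhibition above about 18%, plus a signal ratio from 0.5 to 1.5, limit read from the data, passing the limit was not always enough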; also: strong numbers were not always called active
# Target sequence (O14786 whole entry, looked up): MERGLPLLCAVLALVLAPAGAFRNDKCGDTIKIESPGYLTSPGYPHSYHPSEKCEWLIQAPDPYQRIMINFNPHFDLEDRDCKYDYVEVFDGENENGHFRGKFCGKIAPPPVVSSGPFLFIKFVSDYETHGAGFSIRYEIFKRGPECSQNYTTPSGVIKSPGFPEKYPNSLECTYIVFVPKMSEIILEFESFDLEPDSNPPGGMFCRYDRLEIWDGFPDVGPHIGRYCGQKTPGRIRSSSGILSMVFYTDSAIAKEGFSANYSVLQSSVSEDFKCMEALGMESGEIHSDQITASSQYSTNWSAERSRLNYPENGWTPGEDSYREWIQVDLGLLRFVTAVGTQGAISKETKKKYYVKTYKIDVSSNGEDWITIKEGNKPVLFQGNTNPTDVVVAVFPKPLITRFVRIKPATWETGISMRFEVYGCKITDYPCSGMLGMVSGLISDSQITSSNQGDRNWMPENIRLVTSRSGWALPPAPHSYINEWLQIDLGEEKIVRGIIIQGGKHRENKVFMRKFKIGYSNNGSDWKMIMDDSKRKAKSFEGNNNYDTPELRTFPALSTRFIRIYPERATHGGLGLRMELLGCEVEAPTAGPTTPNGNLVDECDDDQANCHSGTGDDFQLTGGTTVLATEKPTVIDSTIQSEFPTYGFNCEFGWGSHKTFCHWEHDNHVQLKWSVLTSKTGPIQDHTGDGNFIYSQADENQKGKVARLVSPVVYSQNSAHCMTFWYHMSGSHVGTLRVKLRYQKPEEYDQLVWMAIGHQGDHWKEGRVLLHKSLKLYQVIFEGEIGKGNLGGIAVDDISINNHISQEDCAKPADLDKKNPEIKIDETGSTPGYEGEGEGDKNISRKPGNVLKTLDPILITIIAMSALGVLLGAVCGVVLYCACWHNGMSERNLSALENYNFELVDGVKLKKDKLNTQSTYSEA
# NadD block = blocks S. aureus nicotinate mononucleotide adenylyltransferase; purified NadD enzyme, colorimetric absorbance read-out; AID 602399; 360,000 compounds, 0.78% hits; inhibition, % at 20 µM; in the data active = inhibition above about 26%; also: some compounds past the cut are filed as inactive
# SKN-1 block = C. elegans SKN-1 inhibition; 360,000 compounds, 0.49% hits; C. elegans VP596 Pgst-4::GFP/RFP ratio, acrylamide-induced, 24 h; inhibition, % at 21.8 µM;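 active = interference check ratio from 0.5 to 1.5 plus GFP to RFP signal ratio inhibition reaching or exceeding a fixed threshold, cut at about 30% in these data, passing the limit was not always enough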; also: some compounds called inactive have numbers as strong as hits
# Starred values were filed as active, the others as inactive; i = inactive; . = no result given.
# Order of values – Neddyl block	TbMetRS inhib	STEP inh	LMPTP inh	DNMT1 inh	SUMO1 PPI mod	Scp-1 inhibitor	NRP1-CendR mod	NadD block	SKN-1 block
> O=C(CC1C(=O)NCCN1Cc1cccc(Oc2ccccc2)c1)NCCc1cnccn1 (stereo unspecified)
  i	-1.2	1	-0.3	-8	-4	9	2	0	-4
> COc1ccc(C(=O)Nc2ccc(S(=O)(=O)N3CCOCC3)cc2)cc1OC
  i	0.5	2	1.1	-1	6	-1	-8	1	6
> C=C1CCN(Cc2ccccc2)S(=O)(=O)c2ccccc21
  i	-0.5	1	0.1	3	0	-3	-3	-12	2
> CCOC(=O)/C(=C/C=C/c1ccccc1)NC(=O)c1ccccc1
  i	-0.7	2	0.1	-1	-13	-7	-3	3	4
> Cc1ccc(S(=O)(=O)NCCC(=O)NNC(=O)c2ccccc2O)cc1C
  i	-0.3	-1	-0.8	0	0	-10	-4	0	-7
> CCOC(=O)c1cc(NC(=O)c2ccc(C)cc2)c(=O)oc1C(F)(F)F
  i	-0.7	0	-1.0	2	-1	-1	2	-7	11
> CCc1cccc2c(=O)c(C(=O)NCCCOC)c[nH]c12
  i	-0.9	1	-2.4	1	-2	-14	-5	-3	5
> Cc1c(NC(=O)c2ccc(F)c(S(=O)(=O)N3CCOCC3)c2)c(=O)n(-c2ccccc2)n1C
  i	-0.6	-2	-0.2	0	-1	1	10	1	3
> CCCN1CCN(C(=O)c2ccc3nc(CC)c(CC)nc3c2)CC1
  i	-0.1	-2	-0.8	-2	4	-9	10	-8	22
> CC1(C)CC(=O)C(CO)=C(c2cccc3ccccc23)C1=O
  i	-0.2	0	-1.5	3	-19	-5	10	0	1
> C/C(=N\Nc1ncc(Cl)cc1Cl)c1ccc(S(=O)(=O)NCc2ccco2)cc1
  i	-0.5	-1	0.2	-7	-8	-7	-4	-2	-8
> COC(=O)c1ccc(/C=C/c2c(-c3ccc(OC)cc3)oc3ccccc23)cc1
  .	0.2	2	1.5	2	7	-11	-2	-1	4
> Oc1cccnc1SCc1ccccc1
  i	0.7	-3	-0.6	-3	1	4	10	-1	7
> CCc1nc(SCC(=O)c2ccc(C)c(C)c2)n[nH]1
  i	-0.6	1	-1.8	-1	2	-4	0	-2	-27
> CCn1cnc2sc(C(=O)Oc3cccc(C)c3)c(C)c2c1=O
  i	0.1	1	1.3	-5	-4	-5	7	-8	11
> CCc1ccc(OCCNC(=O)c2cccs2)cc1
  i	-0.6	1	0.9	0	0	-7	-9	5	6
> O=C(NCc1ccccc1Cl)C1CCCN(S(=O)(=O)c2cccc3nsnc23)C1 (stereo unspecified)
  i	-1.4	1	-1.2	-3	-39	13	-3	0	-7
> CCCCCCc1cc2cc(-c3nnc(-c4ccccc4O)o3)c(=O)oc2cc1O
  .	-0.7	-1	0.6	87*	8	-8	132	3	57*
> CC(OC(=O)c1ncc(Cl)c(Cl)c1Cl)C(=O)NC1(C#N)CCCCC1 (stereo unspecified)
  i	-0.2	-1	-0.5	2	2	-5	-13	-5	-9
> CCOc1ncccc1C(=O)OCc1csc(CC(=O)Nc2ccccc2C)n1
  i	-0.5	1	-0.4	-3	1	-6	17	0	8
> O=C1O/C(=C/c2ccccc2)N=C1c1ccccc1
  i	-1.0	-1	0.0	2	8	3	-4	4	-11
> CC(C)(C)NC(=O)CSc1nc2scc(-c3ccccc3)c2c(=O)[nH]1
  i	0.5	2	0.8	1	7	-8	-13	5	10
> C/C=C/C(=O)OCC(=O)Nc1cc(-c2cc(C)c(C)cc2C)nn1-c1ccccc1
  i	-0.1	-1	1.4	-14	0	-6	-14	-10	7
> COc1ccc(-c2cc(C(=O)Nc3ccc(C(N)=O)cc3)c3ccccc3n2)cc1OC
  .	0.1	-3	2.9	-11	-9	1	-7	5	-3
> COc1ccc(COC(=O)C2=C(C)NC(=O)NC2c2cccc(Br)c2)cc1 (stereo unspecified)
  i	0.8	5	2.9	-9	12	-11	3	-6	-1
> C[C@H]1CN([C@@H](C)CO)C(=O)CCCn2nncc2CO[C@H]1CN(C)C(=O)Nc1ccccc1
  i	-0.3	0	-2.6	-1	-2	.	-3	-1	3
> Cc1cc(Cl)ccc1OCCCC(=O)Nc1cc(S(=O)(=O)N2CCOCC2)ccc1N1CCOCC1
  i	0.0	3	1.1	-4	-1	-10	1	-11	2
> COc1ccc(NC(=O)C2CCCN(S(=O)(=O)c3cnc[nH]3)C2)cc1 (stereo unspecified)
  i	-0.1	1	-2.0	3	1	-9	-21	-4	-24
> CN(CC(=O)Nc1ccccc1Cl)C(=O)c1ccccc1SCC(=O)N1CCCC1
  i	-0.5	-4	-0.5	2	-1	1	6	-2	7
> COC1OCC(O)C(NC(=O)N(C)N=O)C1O (stereo unspecified)
  i	-0.1	6	-1.2	-3	-3	.	11	-6	-5
> COc1cccc(C(=O)OCC(=O)NCc2ccc3c(c2)OCO3)c1OC
  i	-0.4	-1	2.7	5	5	11	-2	3	-6
> COc1ccc(/C=N/n2c(=O)[nH]c3c([nH]c4ccc(C)cc43)c2=O)cc1CN1CCOCC1
  i	-0.8	-2	0.3	-6	-12	-6	1	0	-5
> CCC(Sc1nc2ccsc2c(=O)n1Cc1ccc(C(=O)O)cc1)C(=O)Nc1cc(Cl)ccc1C (stereo unspecified)
  i	-0.1	23	-0.3	3	11	.	-3	19	6
> CCn1c2ccccc2c2cc(C#N)c(N)nc21
  .	-0.8	-2	-0.2	1	3	-5	1	3	4
> C[C@@]12CC[C@H]3OC(=O)C=C3C1CC[C@@]13CC(CCC12)[C@](CO)(O[C@H]1O[C@H](CO)[C@@H](O)[C@H](O)[C@H]1O)C3 (stereo partly specified)
  i	1.2	0	-1.5	-4	0	-1	8	2	13
> COc1ccc(CC(=O)Nc2ccc(S(=O)(=O)NC(C)C)cc2)cc1
  i	-1.0	0	-0.4	-15	-1	-9	-12	-5	-8
> COc1cc(/C=C(\C#N)c2nn(CCO)c(N)c2C#N)cc(OC)c1OC
  i	-0.2	3	0.1	2	-5	-9	-5	-3	0
> CCOc1ccc(NC(=O)C(=S)NC2CCCCC2)cc1
  i	0.0	5	0.6	-1	-1	-8	6	-1	2
> Cn1c(=O)cc(Cl)[nH]c1=O
  i	0.0	2	-0.3	2	0	-3	1	2	10
> COc1cc(CCC(=O)Nc2ccc(C)c(S(=O)(=O)N(C)C)c2)cc(OC)c1OC
  i	-0.1	-1	-1.1	1	33	-11	11	-4	10

# Exported tab-delimited: part of the list above.
SMILES	Neddyl block	TbMetRS inhib	STEP inh	LMPTP inh	DNMT1 inh	SUMO1 PPI mod	Scp-1 inhibitor	NRP1-CendR mod	NadD block	SKN-1 block
O=C(CC1C(=O)NCCN1Cc1cccc(Oc2ccccc2)c1)NCCc1cnccn1 (stereo unspecified)	i	-1.2	1	-0.3	-8	-4	9	2	0	-4
COc1ccc(C(=O)Nc2ccc(S(=O)(=O)N3CCOCC3)cc2)cc1OC	i	0.5	2	1.1	-1	6	-1	-8	1	6
C=C1CCN(Cc2ccccc2)S(=O)(=O)c2ccccc21	i	-0.5	1	0.1	3	0	-3	-3	-12	2

# Following part
# Order of values – Neddyl block	TbMetRS inhib	STEP inh	LMPTP inh	DNMT1 inh	SUMO1 PPI mod	Scp-1 inhibitor	NRP1-CendR mod	NadD block	SKN-1 block
> Cc1cc(C)cc(N2C(=O)CC(Cn3nc(C)cc3C)C2=O)c1 (stereo unspecified)
  i	-0.1	1	-0.4	2	-2	-10	14	-2	3
> CCOC(=O)c1sc2nc(OCCN3CCOCC3)cc(C)c2c1N
  .	-0.4	.	57*	.	10	.	-1	8	8
> CC(=C\c1ccccc1)/C=C1/SC(=S)N(CCCC(=O)O)C1=O
  i	-0.8	1	4.3	7	3	-12	-192	5	11
> CC(C)CCC[C@@H](C)[C@H]1CC[C@H]2[C@@H]3C(=O)C=C4C[C@@H](O)CC[C@]4(C)[C@H]3CC[C@]12C
  i	0.3	2	0.9	-1	2	-12	-6	-3	7
> O=C(c1c(Cl)cccc1Cl)N1CCN(c2ncccn2)CC1
  i	-0.1	0	-1.1	-1	-2	-7	14	-5	22
> O=C(Oc1ccc(=O)[nH]n1)c1ccccc1
  i	0.0	-2	0.3	11	-1	.	14	7	-2
> CCOC(=O)C(=Cc1ccc(Br)cc1)C(=O)OCC
  i	-1.1	-2	-1.8	-2	-4	4	-10	-9	4
> CCNC(=O)C1(C)CCN(C(=O)c2ccc(OC)c(OC)c2)C1 (stereo unspecified)
  i	0.2	-2	-1.2	0	1	.	4	-5	-2
> COc1ccc(-c2noc(CN(C)CCC3CCCCO3)n2)cc1 (stereo unspecified)
  i	0.6	-2	2.1	-3	3	2	8	0	9
> Oc1ccc(/C=N/N2CCN(C3c4ccccc4-c4ccccc43)CC2)cc1
  i	0.7	2	1.7	-4	-2	-2	21*	1	-3
> CCN(CC)S(=O)(=O)c1cc(NC(=O)C(C)N2CCN(c3ccccn3)CC2)ccc1C (stereo unspecified)
  i	-0.8	2	0.6	-8	1	-2	-15	-3	-10
> Cc1ccc(NC(=O)CN(C)CC(=O)N(CC(C)C)c2c(N)n(CC(C)C)c(=O)[nH]c2=O)c(C)c1
  i	-0.3	1	-0.9	3	0	-8	-2	-1	-1
> COc1ccc(N(C)S(=O)(=O)c2cccc(C(=O)NCC(c3ccco3)N3CCCC3)c2)cc1 (stereo unspecified)
  i	-0.4	8	2.1	-2	0	-2	4	-3	1
> Cc1onc(-c2c(F)cccc2Cl)c1C(N)=S
  i	-0.2	-1	0.0	-3	2	3	-17	-6	20
> CCOC(=O)C1(Cc2cccc(OC)c2)CCN(CCO)CC1
  i	-0.2	1	2.1	-2	-4	-5	5	-2	-10
> Cc1cc(C)[n+](-c2ccc(Oc3ccccc3)c(S(=O)(=O)[O-])c2)[nH]1
  i	-0.2	2	-0.9	1	4	7	3	-12	0
> COC1OC(COC(=O)c2ccccc2)C(OC(=O)c2ccccc2)C1OC(=O)c1ccccc1 (stereo unspecified)
  i	-0.7	0	3.0	1	-2	-10	5	-8	-16
> C/C(=N/NC(=O)c1cccs1)c1c(C)[nH]n(-c2nc3ccccc3s2)c1=O
  .	-6.3	2	-1.6	-1	5	1	-2	13	1
> CN(C)c1ccc(CC(=O)N2CCCC(c3cc(C(=O)Nc4ccc(C(C)(C)C)cc4)no3)C2)cc1 (stereo unspecified)
  i	0.0	-2	2.5	-8	-1	.	-15	1	3
> CCCOc1ccc(N2C(=O)CC(N(Cc3ccc(OC)cc3)C(=S)Nc3ccccc3)C2=O)cc1 (stereo unspecified)
  i	-0.2	-1	2.8	2	-3	-1	9	-3	7
> Cc1c(N=Cc2cccnc2)c(=O)n(-c2ccccc2)n1C
  i	-0.7	-1	0.8	0	-14	-5	10	-3	-11
